Sm TGR inh = qHTS Assay for the Inhibitors of Schistosoma Mansoni Peroxiredoxins | Schistosoma mansoni thioredoxin glutathione reductase (TGR), Q962Y6 | purified TGR, DTNB reduction, TNB absorbance 405 nm | Potency, µM (top dose mostly 114 µM), inactives show at the top dose activity change, negative = inhibition, actives largely listed as inhibitors | 360,000 compounds, 3% hits; also: potency is read from the fitted curve at half-maximal effect; % is scaled to controls: 0 for no effect and ±100 for the full control effect; nearly all actives have a fitted effect of over 60% in size
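Kinetic colorimetric format: TGR-catalysed, NADPH-driven DTNB reduction monitored via TNB absorbance. Enzyme dispensed at 20 nM; compound exposure 15 min at room temperature before reaction start.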
Pf growth 48h = Primary qHTS for delayed death inhibitors of the malarial parasite plastid, 48 hour incubation. P. falciparum luciferase growth in erythrocytes, 48 h. Potency, µM (highest dose often 28.7 µM), inactives show at the highest dose activity change, negative = inhibition, most hits filed as inhibitors. 310,000 compounds, 5.9% hits; also: potency is read from the fitted curve at half-maximal effect; % is scaled to controls: 0 for no effect and ±100 for the full control effect
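Parasite viability was followed by luminescence of a genomically integrated firefly luciferase. Cultures held 0.1% parasitemia at 2% hematocrit (final), incubated under 5% CO2 at 37 C.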
Shiga toxin inh = A qHTS for Small Molecule Inhibitors of Shiga Toxin | Vero cells, Shiga toxin protein synthesis inhibition reporter | inhibition, % at 38.7 µM | 290,000 compounds, 9.2% hits; in the data active = inhibition mostly above about 28%, no sharp cut-off; inactive = mostly below about 43%; also: 0% is about no effect
Giardia FBPA inh = qHTS Assay for Inhibitors of Fructose-1,6-bisphosphate Aldolase from Giardia Lamblia; A8B2U2; purified Giardia FBPA; Potency, µM (top dose mostly 59.6 µM), for the others: top-dose activity, negative = inhibition, actives largely listed as inhibitors; 290,000 compounds, 0.71% hits; AID 2451, 2010; also: potency is read from the fitted curve at half-maximal effect; % is scaled to controls: 0 for no effect and ±100 for the full control effect; nearly all actives have a fitted effect of over 55% in size
Target sequence (A8B2U2 whole entry, looked up): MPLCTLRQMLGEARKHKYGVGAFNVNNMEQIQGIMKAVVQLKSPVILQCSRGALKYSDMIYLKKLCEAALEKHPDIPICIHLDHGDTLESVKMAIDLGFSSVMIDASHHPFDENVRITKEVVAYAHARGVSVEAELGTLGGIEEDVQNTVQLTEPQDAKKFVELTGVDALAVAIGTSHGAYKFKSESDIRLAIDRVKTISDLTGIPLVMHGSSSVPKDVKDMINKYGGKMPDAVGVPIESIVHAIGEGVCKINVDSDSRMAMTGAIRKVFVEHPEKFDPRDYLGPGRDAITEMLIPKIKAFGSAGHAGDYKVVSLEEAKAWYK
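40 nM FBPA preincubated 10 min at RT with compound (up to 57.5 uM final), then substrate plus GAPDH/TPI/NAD/arsenate coupling and diaphorase/resazurin added. Fluorescence read after 20 min at RT, 525/598 nm.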
Pf growth 96h = Primary qHTS for delayed death inhibitors of the malarial parasite plastid, 96 hour incubation; Potency, µM (series often up to 28.7 µM), without a hit: top-dose activity change, negative = inhibition, usual class: inhibitors; 320,000 compounds, 6.9% hits; P. falciparum luciferase reporter growth, 96 h; also: potency is read from the fitted curve at half-maximal effect; % is scaled to controls: 0 for no effect and ±100 for the full control effect
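Delayed-death screen, second-generation endpoint: infected erythrocytes, 2% hematocrit, 0.05% parasitemia final; 96 hours at 37 C, 5% CO2; luciferase detection reagent; luminescence decrease equals reduced growth.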
Cycloheximide cs = Cycloheximide Counterscreen for Small Molecule Inhibitors of Shiga Toxin; max response, %; cell reporter, cycloheximide protein synthesis inhibition counterscreen; 300,000 compounds, 12% hits; AID 2314, 2010; in the data active = max response mostly above about 13%, no sharp cut-off; inactive = mostly below about 14%; also: read at 38.3 µM for the half of the compounds with a filed dose; 0% is about no effect
* marks the source's active call; other numbers are inactive results; ? = inconclusive; / = no result given; & = joins results of further samples; [ ] = another dose, or the depositor's remark. Unless noted, calls follow the shape of the dose curve; as a rule, active = well fitted curve in the direction sought with a large enough effect; inconclusive = small, poorly fitted or top-dose-only effect, or another doubt; inactive = no such curve, though single readings can be large; an effect the other way counts as inactive or inconclusive.

SMILES	Sm TGR inh	Pf growth 48h	Shiga toxin inh	Giardia FBPA inh	Pf growth 96h	Cycloheximide cs
COc1ccc(-c2noc(CNC(=O)c3ccc4c(c3)OCO4)n2)cc1	3.1%	11.7%	-11.0	18.5%	-22.2%	-2.8
O=C(COc1ccc(Br)cc1)Nc1ccc(NC(=O)c2ccccc2)cc1	-1.7%	7.8%	15.0	-5.9%	?	2.0
Cc1csc(=O)n1CC(=O)OCC(=O)Nc1cc(Cl)ccc1[N+](=O)[O-]	0.0%	-3.8%	-2.1	0.7%	-17.8%	-0.5
C#CC(CC)(CC)NC(=O)/C=C/C(=O)O	2.0%	-8.8%	3.7	-2.7%	3.4%	-0.4
O=C(O)CCCC(=O)Nc1ccccc1C(=O)O	6.7%	-21.1%	-8.7	0.4%	/	-2.8
CCc1c(C)nc(N)nc1N1N=C1SCC(N)=O	0.0%	/	-7.0	0.3%	-14.0%	0.9
Cc1ccc(S(=O)(=O)CCC(=O)OCC(=O)c2cc(C)n(C)c2C)cc1	?	?	/	/	-4.5%	/
Cn1c(N)c(S(=O)(=O)NCc2ccc(F)cc2)c(=O)n(C)c1=O	0.0%	10.4%	-9.0	/	-28.6%	7.7
Cc1cc(C)c(C(=O)COc2cccnc2[N+](=O)[O-])cc1C	15.8µM*	5.8%	-11.1	?	/	5.1
Cn1c(=O)c2c(ncn2CC(=O)N2CCN(S(=O)(=O)c3ccc(F)cc3)CC2)n(C)c1=O	-0.4%	13.6%	/	/	0.4%	/
CCOC(=O)c1c(C)nc2ccccc2c1-c1ccccc1	1.4%	2.5%	-11.2	14.2%	-19.0%	-3.5
C/C(CC(=O)Nc1cccc(Cl)c1C)=N\NC(=O)C(=O)NCC(C)C	-2.9%	-4.4%	23.9	-2.6%	-7.5%	-1.5
Nc1ncnc2c1ncn2[C@H]1CC[C@@H](CO)O1	-3.2%	10.3%&-0.9%	/	2.4%	50.4%&-1.7%[activator]	/
COC(=O)c1cc(S(=O)(=O)N(C)C2CCCCC2)oc1C	9.9%	9.3%	-3.8	16.3%	7.9%	-1.1
CC1CCN(CCNC(=O)C2CCN(S(=O)(=O)c3cccc4nsnc34)CC2)CC1	0.7%	-15.0%	-0.7	/	?	4.7
CCOC(=O)N1CCN(CC(O)COc2ccccc2C(C)C)CC1 (stereo not drawn)	1.2%	?	-7.9	-4.3%	?	-8.6
Cc1cc(F)ccc1NC(=O)C(C)n1c2ccccc2c2nc(=O)cc(C)n21 (stereo not drawn)	1.2%	?	-5.0	2.8%	?	-0.8
Cc1nnc(NC(=O)CSc2ccc3nnc(-c4ccccn4)n3n2)s1	0.7%	?	-5.9	-4.6%	?	-2.9
CC1CCCN(c2nc3c(c(=O)[nH]c(=O)n3C)n2Cc2ccccc2Cl)C1 (stereo not drawn)	-14.3%	?	-3.2	3.6%	-25.3%	-0.8
CCN(CC)C(=O)CSc1nc(N)c(-c2ccccc2)c(=O)[nH]1	-22.1%	10.4%	1.7	3.0%	25.7%	-0.2
O=C(CCc1ccccc1)Nc1nc2nc(-c3ccccc3)cc(=O)n2[nH]1	4.8%	13.0%	-5.5	14.9%	69.9%[activator]	2.6
Cc1cc(C)c2c(N)c(C(=O)N/N=C/c3ccccc3)sc2n1	-2.7%	112.6%[activator]	120.9*	-8.0%	74.8%[activator]	59.1*
COc1ccc2c(c1)Cc1sc(NC(=O)c3ccco3)nc1-2	-3.9%	109.9%[activator]	61.7*	/	?	74.4*
Cc1cc(OCc2cccc(S(=O)(=O)N3CCOCC3)c2)ccc1Cl	-6.4%	?	/	/	?	/
CN/C=C1\C(=O)C(C)(C)Oc2ccc3ccc(=O)oc3c21	-8.5%	-8.7%	-2.2	11.9%	/	-2.9
Next part:
SMILES	Sm TGR inh	Pf growth 48h	Shiga toxin inh	Giardia FBPA inh	Pf growth 96h	Cycloheximide cs
O=C(c1cn(-c2ccccc2)nc1-c1cccnc1)N1CCN(S(=O)(=O)c2cccc(F)c2)CC1	-14.6%	?	/	/	?	/
O=C(C1CCCCN1S(=O)(=O)c1ccccc1[N+](=O)[O-])N1CCCC1 (stereo not drawn)	-3.9%	-16.6%	12.9	7.9%	-9.8%	0.8
Nn1c(-c2ccccc2)nc2ccccc2c1=O	9.8%[57.1 µM]	16.8%	1.3	-6.1%	?	-3.8
COc1ccc(N2CCN(C(=O)c3ccc4ccccc4n3)CC2)cc1	?	-8.3%	-6.0	7.8%	-3.5%	-2.0
Nc1ccc2nc(Cc3ccccc3)[nH]c2c1	-0.5%	9.28µM*	24.5	15.8µM*	10.4µM*	20.8
Cc1nc(SCC(=O)Nc2ccc3c(c2)OCCO3)c2oc3ccccc3c2n1	-7.8%	2.4%	-13.6	-3.6%	42.0%[activator]	-1.9
Cc1ccc(NS(=O)(=O)c2c(C(=O)N3CCCCCC3)c(C)n(C)c2C)cc1C	-1.0%	-3.8%	-5.3	/	19.9%	-4.4
CC(=O)Nc1ccc(S(=O)(=O)NCCSCc2c(Cl)cccc2Cl)cc1	-15.9%	?	-18.3	1.9%	?	-5.2
CCOc1ccc(C2/C(=C(\O)c3ccc4c(c3)OCCO4)C(=O)C(=O)N2CCN2CCOCC2)cc1OC (stereo not drawn)	-25.5%	14.6%	16.7	/	?	11.7
COCCN(C(=O)Cc1cccs1)C(C(=O)NCc1ccc(OC)cc1)c1ccccc1 (stereo not drawn)	-11.1%	?	-5.5	0.9%	?	5.5
CN(C(=O)CSc1nc2c(c(=O)[nH]1)CCC2)c1ccccc1	1.3%	32.9%[activator]	35.5	-8.8%	-22.0%	5.0
CCC(c1nnnn1C(C)(C)C)N1CCN(C(=O)c2ccco2)CC1 (stereo not drawn)	-14.9%	0.8%	-13.1	3.6%	0.4%	-6.8
O=C(CSc1nnc(-c2ccco2)o1)NC(=O)Cc1ccccc1	-28.0%	8.6%	-16.2	-6.8%	-5.3%	5.7
Brc1cc2c(cc1/C=N/Nc1nc(N3CCCCC3)nc(N3CCCCC3)n1)OCO2	1.1%	?	22.0	2.1%	?	5.6
COc1ccc2c(c1OC)C(=O)OC2CC(=O)c1ccc(N(C)C)cc1 (stereo not drawn)	0.9%	13.6%	-8.6	15.6%	72.3%[activator]	-2.2
O=C(Nc1ccc(Cl)c(Cl)c1)Nc1ccccc1NS(=O)(=O)c1cccs1	-10.6%	7.6%	11.5	8.3%	47.7%[activator]	6.5
COCc1ccc(C(=O)N2CCCC(C(=O)c3ccc(SC)cc3)C2)s1 (stereo not drawn)	-0.2%	-6.1%	12.2	9.0%	?	15.3
COc1ccc2oc(=Nc3cccc(F)c3)c(C(N)=O)cc2c1	-10.4%	4.0%	72.8*	0.5%	10.6%	34.2*
COc1ccc(CSc2nnc3n(C)c(=O)c4c5c(sc4n23)CCCC5)cc1	0.0%	24.8%	-18.3	2.4%	/	-4.0
CCC(C)(C(=O)NC1CCCCC1)N(C(=O)c1ccccn1)c1ccc(C)cc1 (stereo not drawn)	-2.0%	/	-5.1	-1.8%	?	-2.9
O=C(CN1CCc2cc3c(cc2C1)OCCCO3)Nc1c(F)cccc1F	6.6%	5.6%	5.4	/	?	-3.1
Cc1c(NC(=O)CN2C(=O)NC3(CCC(C)CC3)C2=O)c(=O)n(-c2ccccc2)n1C (stereo not drawn)	-0.4%	0.0%	-10.3	3.2%	-5.4%	-2.5
O=C(Nc1ccc(N2CCOCC2)cc1)c1ccc(Cl)c(S(=O)(=O)N2CCCC2)c1	1.5%	?	/	/	?	/
O=C(Nc1ccccc1)Oc1ccccc1N1CCOCC1	17.3%	20.1%	18.9	0.8%	15.5%	13.3
CSCC(=O)N1CCC(n2nccc2NC(=O)CCCc2ccccc2)CC1	8.1%	-15.8%	14.5	/	-6.5%	20.7*

One compound at a time, from the list above. Values in the order: Sm TGR inh | Pf growth 48h | Shiga toxin inh | Giardia FBPA inh | Pf growth 96h | Cycloheximide cs
Record of COc1ccc2oc(=Nc3cccc(F)c3)c(C(N)=O)cc2c1 : -10.4% | 4.0% | 72.8* | 0.5% | 10.6% | 34.2*
Record of COc1ccc2c(c1OC)C(=O)OC2CC(=O)c1ccc(N(C)C)cc1 (stereo not drawn) : 0.9% | 13.6% | -8.6 | 15.6% | 72.3%[activator] | -2.2

Next records:
SMILES	Sm TGR inh	Pf growth 48h	Shiga toxin inh	Giardia FBPA inh	Pf growth 96h	Cycloheximide cs
CC(=O)N(c1ccccc1)c1nc(/C=C/C(=O)O)cs1	0.8%	4.3%	-10.8	11.5%	6.9%	0.7
Cc1c(C(=O)N2CCCC2)oc2c1-c1[nH]ncc1CC2	-16.3%	43.9%[activator]	21.9	?	?	-3.0
Cc1ccc2c(c1)nnn2C1CCN(CC(=O)NCCc2nc3ccccc3[nH]2)CC1	4.2%	?	-6.2	-0.2%	38.6%[activator]	-6.6
C=CCn1cccc(/C=C/C(=O)c2ccc(C(C)(C)C)cc2)c1=S	-14.4%	?	16.8	-11.7%	?	-1.6
CNC(=O)OCCc1n(C)cc[n+]1C	-5.2%	-6.7%	14.3	0.8%	-19.1%	-4.3
Cc1cc(S(=O)(=O)N2CCN(Cc3ccc4c(c3)OCO4)CC2)cc(C)c1N1CCCC1=O	3.9%	10.2%	-11.5	1.2%	?	-6.0
COC(=O)c1ccc(C23CC4(C2)[C@H](CN(CC2CCCCC2)[C@@H]4c2ccccc2)C3c2ccccc2)cc1 (stereo partly drawn)	46.6%[activator]	?	-5.9	-0.8%&3.4%	?	-4.7
CCOc1cc2c(cc1OCC)-n1cccc1C(c1ccc(OC)c(OC)c1)NC2 (stereo not drawn)	13.6%	?	-9.3	-11.6%	0.3%	-4.3
O=S(=O)(c1ccc(N2CCN(CCO)CC2)nc1)N1CCCCC1	-27.8%	4.4%	-3.9	-0.4%	-10.7%	-3.1
CC(C)COc1cccc(C(=O)N2CCN(C(=O)c3ccco3)CC2)c1	-7.3%	?	/	/	?	/
CN(C)c1ccc(CNS(=O)(=O)c2ccc3c(c2)NC(=O)CS3)cc1	-4.9%	39.9%[activator]	-11.5	-9.7%	?	-4.6
O=C(NCC1CCOCC1)C1CCC(=O)N(Cc2cccc(C(F)(F)F)c2)C1 (stereo not drawn)	1.6%	-4.1%	14.2	/	?	19.5
COc1cc(-c2nnc(-c3ccco3)o2)ccc1OCc1ccccc1	2.9%	?	58.7*	0.3%	-20.0%	38.7*
COc1ccc(C(=O)N(C)CC(O)c2ccccc2)cc1OC1CCN(C(C)=O)CC1 (stereo not drawn)	-2.7%	3.7%	-21.0	/	52.3%[activator]	3.8
Cc1cc(N2CCN(C)CC2)nc2ccc(NC(=S)N3CCC4(CC3)OCCO4)cc12	-10.6%	4.15µM*	-17.9	-0.3%	11.7µM*	-8.7
Cc1csc2c(=O)sc(NC(=O)c3cccs3)nc12	-8.8%	31.3%[activator]	-10.0	-0.3%	8.3%	-2.9
CC(=O)Oc1ccc(-c2cccc(C(=O)NCCCO)c2)cc1	-0.4%	37.5%	55.5	3.7%	57.7%[activator]	16.1
O=C(COC(=O)c1sc2cc(F)ccc2c1Cl)Nc1ncc(Cl)cc1Cl	-0.1%	1.8%	-0.3	0.7%	35.7%[activator]	-1.1

3 structures already listed, sorted by heavy-atom count, largest number first.
SMILES	Sm TGR inh	Pf growth 48h	Shiga toxin inh	Giardia FBPA inh	Pf growth 96h	Cycloheximide cs
Cc1cc(S(=O)(=O)N2CCN(Cc3ccc4c(c3)OCO4)CC2)cc(C)c1N1CCCC1=O	3.9%	10.2%	-11.5	1.2%	?	-6.0
CN(C)c1ccc(CNS(=O)(=O)c2ccc3c(c2)NC(=O)CS3)cc1	-4.9%	39.9%[activator]	-11.5	-9.7%	?	-4.6
Cc1csc2c(=O)sc(NC(=O)c3cccs3)nc12	-8.8%	31.3%[activator]	-10.0	-0.3%	8.3%	-2.9
